# RNase H inhibition = RNase H inhibition, HIV 1 Gag Pol polyprotein, FRET biochemical assay, screening (AID 372); HIV-1 RT RNase H, FRET RNA/DNA substrate fluorescence; higher % means a stronger effect; inhibition, % at 10 µM, or IC50 in µM where a hit was titrated; hit rate 0.77% among 100,000; in the data active = inhibition above about 50%
# Numbers without * were called inactive.
cpd	SMILES	RNase H inhibition
1	COc1cc(/C=C2/C(=O)NN(c3ccc(Br)cc3)C2=O)ccc1O	15%
2	Cc1ccc(-n2nc3cc(C)c(NC(=O)c4cc(Cl)ccc4Cl)cc3n2)cc1	5%
3	Cc1ccnc(SCC(=O)Nc2ccccc2)n1	0%
4	CC(=O)CC(=O)Nc1ccc(-c2ccc(NC(=O)CC(C)=O)c(C)c2)cc1C	3%
5	Cc1ccc(N2C(=O)CC(N3CCC(C(N)=O)CC3)C2=O)cc1Cl (stereo not drawn)	8%
6	Cc1ccc(NC(=O)/C(=C\c2ccco2)NC(=O)c2ccccc2I)cc1	6%
7	COc1ccc(C2NC(=O)NC(C)=C2C(=O)Nc2ccc(C)c(Cl)c2)cc1OC (stereo not drawn)	10%
8	Cc1ccc(S(=O)(=O)NCCSCc2ccccc2Cl)cc1[N+](=O)[O-]	24%
9	COC(=O)CN(c1ccccc1F)S(C)(=O)=O	7%
10	COc1ccccc1C(=O)Nc1nc2ccc(C)cc2s1	6%
11	CCCOc1ccccc1/C=C1\N=C(c2ccc(Cl)cc2)OC1=O	13%
12	COc1ccc(N2C(=O)c3ccc(C(=O)Nc4cccc(O)c4)cc3C2=O)cc1	0%
13	Cc1ccc(C(C)C)c(OCC(=O)Nc2ccc(-c3nc4ncccc4o3)cc2)c1	14%
14	CCOc1ccc(NC(=O)c2cccc(N3C(=O)c4ccccc4C3=O)c2)cc1	17%
15	Cc1ccccc1NC(=O)C1C2C=CC(C3CC23)C1C(=O)O (stereo not drawn)	4%
16	COC(=O)C1=CNC=C(C(=O)OC)C1c1ccc(C(=O)OC)cc1	1%
17	COc1ccccc1/C=C1/C=C(c2ccc3cc(C)ccc3c2)OC1=O	8%
18	COc1ccc(OCCOc2ccc(C)cc2OC)cc1	6%
19	COc1ccc(C(=O)NC(=S)Nc2ccc3oc(-c4cccc(F)c4)nc3c2)cc1	5%
20	Cc1ccc(S(=O)(=O)Nc2ccc3c(c2)oc2ccccc23)cc1	12%
21	COc1ccc(C(=O)Nc2ccc3oc4ccc(NC(=O)c5ccc(OC)cc5)cc4c(=O)c3c2)cc1	33%
22	CC(=O)Oc1ccc2c3c(c(=O)oc2c1OC(C)=O)CCCC3	9%
23	O=C(NCCCNc1ccc([N+](=O)[O-])cc1)C(c1ccccc1)c1ccccc1	14%
24	CCc1ccccc1N=CC1=C(O)CC(c2ccccc2)CC1=O (stereo not drawn)	11%
25	Cc1cc(C)nc(SCC2COc3ccccc3O2)n1 (stereo not drawn)	8%
26	Cc1ccc(S(=O)(=O)/N=C2/C=C(Br)C(=O)c3ccccc32)cc1	32%
27	Cc1ccccc1/C=C1\C(=O)NC(=S)N(c2cccc(Br)c2)C1=O	0%
28	CCN1C(=O)/C(=C\c2cn(CCOc3ccccc3)c3ccccc23)SC1=S	6%
29	Fc1ccc(CNC(=S)Nc2ccccc2F)cc1	1%
30	CC(/C=C/c1ccccc1)=N/NC(=O)CCC(=O)Nc1ccc(I)cc1C	0%
31	CC(=O)Nc1cccc(NS(=O)(=O)c2cc(Cl)ccc2Cl)c1	1%
32	Cc1ccccc1N1C(=O)c2ccc(C(=O)Nc3cccc([N+](=O)[O-])c3)cc2C1=O	23%
33	CCCCCCCCCNC(=O)CCC(C)O (stereo not drawn)	0%
34	Cc1ccc(NC(=O)c2ccc(-c3ccc(Cl)cc3)o2)c([N+](=O)[O-])c1	6%
35	O=C(/C=C/c1ccccc1)NCCN1CCOCC1	7%
36	Cc1ccc(-c2nc3cc(NC(=O)c4cccc([N+](=O)[O-])c4)ccc3o2)c(C)c1	7%
37	CCCC(=O)Nc1c(C)n(C)n(-c2ccccc2)c1=O	1%
38	CCN(c1ccccc1)S(=O)(=O)c1ccc(OC)cc1	0%
39	NC(=O)c1ccc(NC(=O)c2ccc(Cl)c(Cl)c2)cc1	0%
40	Fc1ccc(C=NN2CCN(C3c4ccccc4-c4ccccc43)CC2)cc1	8%
41	O=C(Nc1nccs1)c1ccc2c(c1)C(=O)N(c1ccc(Cl)cc1)C2=O	11%
42	CC(=O)Oc1ccc(/C=C(\NC(=O)c2ccccc2)C(=O)NCC(=O)OCc2ccccc2)cc1	12%
43	COC(=O)c1cc(NC(=O)c2ccc(-c3ccc([N+](=O)[O-])cc3OC)o2)cc(C(=O)OC)c1	14%
44	COc1ccc(CN2CCc3ccccc3C2)c(C)c1C	2%
45	CCC(Sc1nc(C)cc(C)n1)C(=O)Nc1ccc(Cl)cn1 (stereo not drawn)	17%
46	O=C(NC(Nc1ccccc1C(F)(F)F)C(Cl)(Cl)Cl)c1ccco1 (stereo not drawn)	0%
47	Cn1c(CNc2nc3ccccc3n2C)nc2ccccc21	25%
48	O=C1Nc2ccc([N+](=O)[O-])cc2C1=Nc1ccc(Cl)cc1	0%
49	O=[N+]([O-])c1cc(F)c(N2CCCC2)cc1N1CCOCC1	1%
50	O=C(/C=C/c1cccs1)OCCNC(=O)c1cccnc1	2%
51	CCn1c(SCc2nc3ccccc3n2Cc2ccccc2)nc2ccccc21	16%
52	Cc1ccc(C(=O)Nc2cc(-c3nc4ccccc4s3)ccc2Cl)cc1[N+](=O)[O-]	39%
53	CCN(Cc1ccccc1)C(=O)CN1C(=O)c2ccccc2C1=O	2%
54	O=C1c2ccccc2C(=O)N1c1ncc(Cc2ccc(Br)cc2)s1	3%
55	O=S1(=O)CCC(NC(=S)SCc2ccccc2)C1 (stereo not drawn)	5%
56	Cc1cccc(NC(=O)/C(C#N)=C/c2cc(C)n(-c3ccc(Cl)c(Cl)c3)c2C)c1	12%
57	COc1ccc2oc(C)c(C(=O)O)c2c1	3%
58	COc1ccc(-c2ccc(/C=C3/C(=O)NC(=O)N(c4ccccc4)C3=O)o2)c([N+](=O)[O-])c1	10%
59	O=C(c1cccc(F)c1)N1CCN(c2ccccc2)CC1	0%
60	CCCCOc1cccc(C(=O)NC(=S)Nc2ccc3oc(-c4ccccc4)nc3c2)c1	8%

# (cont.)
cpd	SMILES	RNase H inhibition
61	COc1ccc(OC)c(NC(=O)CN(c2ccc(C)c(Cl)c2)S(C)(=O)=O)c1	10%
62	COc1ccc(CCN2C(=O)/C(=C\c3cccs3)SC2=S)cc1OC	7%
63	O=C(CCCN1C(=O)c2cccc3cccc(c23)C1=O)Nc1ccc(OC(F)F)cc1	28%
64	O=S(=O)(NCCCNS(=O)(=O)c1ccc(Cl)cc1)c1ccc(Cl)cc1	7%
65	CC(=O)Nc1ccc(-n2c(C)c(C(C)=O)c(C(C)=O)c2C)cc1	5%
66	Clc1ccc(C=NN2CCN(Cc3ccccc3)CC2)c(Cl)c1	20%
67	CCOC(=O)C1=C(C)N=c2s/c(=C\c3cc(Br)cc([N+](=O)[O-])c3O)c(=O)n2C1c1ccc(N(C)C)cc1 (stereo not drawn)	24%
68	CCOc1nc(C)c([N+](=O)[O-])c(Nc2ccccc2OC)n1	8%
69	CCCc1cc(C(=O)OC)c(NC(=O)c2c(F)cccc2F)s1	11%
70	Cc1sc2nc(SCc3ccc([N+](=O)[O-])cc3)[nH]c(=O)c2c1C	31%
71	Cc1ccc(NC(=O)c2ccc(-c3cc(Cl)ccc3Cl)o2)c([N+](=O)[O-])c1	0%
72	N#C/C(=C/c1ccc(OCc2ccc(C(=O)O)cc2)cc1)C(=O)Nc1ccc(Cl)cc1	44%
73	COc1cc(/C=C(/NC(=O)c2ccccc2)C(=O)NN)cc(OC)c1OC	10%
74	Cc1ccccc1C(=O)NNC(=O)c1ccccc1Cl	0%
75	COc1ccccc1/C=C/C(=O)c1ccc(Br)cc1	15%
76	COc1cc2c(cc1OC)C(c1cccc([N+](=O)[O-])c1)N(C(=O)CCC(=O)O)CC2 (stereo not drawn)	4%
77	COc1cc(NC(=O)Cn2nc(C(F)(F)F)c(Cl)c2C)cc([N+](=O)[O-])c1	4%
78	COC(=O)c1cc(NC(=O)/C=C/c2cccc([N+](=O)[O-])c2)cc(C(=O)OC)c1	6%
79	CCOc1ccc(Nc2nc(-c3ccc(OC)cc3)cs2)cc1	2%
80	Cc1cc([N+](=O)[O-])c(C)cc1-c1ccc(/C=c2\sc3nc4cc(Br)cnc4n3c2=O)o1	0%
81	O=C(Nc1ccccc1)c1ccccc1NC(=O)c1ccccc1[N+](=O)[O-]	12%
82	Cc1ccc(C)c(N(CC(=O)NCc2ccccn2)S(=O)(=O)c2ccccc2)c1	7%
83	CCn1c2ccccc2c2cc(NC(=O)COc3ccccc3)ccc21	31%
84	CCN(CC)c1ccc(C(=O)c2ccccc2C)cc1	12%
85	Cc1cc(Br)cc(C)c1NC(=S)NC(=O)c1cccc(Cl)c1	15%
86	O=C(NCC1(c2ccccc2)CCOCC1)c1ccc(Cl)cc1Cl	13%
87	O=C1CC(c2ccc(Cl)c([N+](=O)[O-])c2)c2cc(Br)c3ccccc3c2N1 (stereo not drawn)	32%
88	CCOC(=O)c1sc(NC(=O)c2cc3n(n2)C(C(F)(F)F)CC(c2cccs2)N3)c(C(=O)OCC)c1C (stereo not drawn)	13%
89	CC(=O)C1=C(O)C(=O)N(c2cccc(C(F)(F)F)c2)C1c1cccc([N+](=O)[O-])c1 (stereo not drawn)	1%
90	O=C1NC(=O)N(c2cccc(Br)c2)C(=O)/C1=C/C=C/c1ccco1	9%
91	COc1ccc(-c2csc(/C(C#N)=C\Nc3ccc(C)c(C)c3)n2)cc1OC	9%
92	CCc1c(C)c2ccc(OC(=O)c3ccccc3)cc2oc1=O	13%
93	N#CCCS(=O)(=O)c1ccc(Cl)cc1	0%
94	COc1cc(NC(=O)c2cnn3c2NC(c2ccc(Br)cc2)CC3C(F)(F)F)cc(OC)c1OC (stereo not drawn)	30%
95	O=C(COc1ccccc1)Nc1ccc2oc(-c3ccc(Cl)cc3Cl)nc2c1	10%
96	COc1ccc(N(CC(=O)NCCSCc2ccccc2)S(C)(=O)=O)cc1Cl	21%
97	O=C(CCc1ccccc1)N/N=C/c1ccccc1Br	8%
98	O=C(Nc1ccc2oc(-c3ccccc3F)nc2c1)c1cccs1	11%
99	COc1ccc(C2CC(c3c(-c4ccccc4)c4cc(Br)ccc4[nH]c3=O)=NN2C(=O)CCC(=O)O)cc1 (stereo not drawn)	13%
100	N#Cc1c(C(F)(F)F)cc(-c2ccccc2)nc1SCC(=O)NCC(=O)O	3%
101	O=C(Nc1sc2c(c1C(=O)O)CCCCC2)c1ccccc1Cl	0%
102	Nc1nnc(Cc2ccc(F)cc2)s1	7%
103	Cc1ccc2c(c1)c(C1=NC(=S)NC1=O)c(O)n2C	8%
104	COc1cc2nc(-c3ccc([N+](=O)[O-])cc3)oc(=O)c2cc1OC	3%
105	CC(=O)C1=C(C)NC(C)=C(C(C)=O)C1c1cccs1	6%
106	Cc1ccc(NC(=O)C(=O)N/N=C/c2ccccc2O)cc1	4%
107	C=CCOc1cccc(/C=N/NC(=O)C(=O)Nc2ccccc2)c1	0%
108	O=C(Cn1nnc(-c2ccccc2)n1)N/N=C/c1ccc(-c2ccc(C(=O)O)cc2)o1	3%

# Among those listed so far, these contain a furan ring, fused or not:
cpd	SMILES	RNase H inhibition
6	Cc1ccc(NC(=O)/C(=C\c2ccco2)NC(=O)c2ccccc2I)cc1	6%
20	Cc1ccc(S(=O)(=O)Nc2ccc3c(c2)oc2ccccc23)cc1	12%
34	Cc1ccc(NC(=O)c2ccc(-c3ccc(Cl)cc3)o2)c([N+](=O)[O-])c1	6%
43	COC(=O)c1cc(NC(=O)c2ccc(-c3ccc([N+](=O)[O-])cc3OC)o2)cc(C(=O)OC)c1	14%
46	O=C(NC(Nc1ccccc1C(F)(F)F)C(Cl)(Cl)Cl)c1ccco1 (stereo not drawn)	0%
57	COc1ccc2oc(C)c(C(=O)O)c2c1	3%
58	COc1ccc(-c2ccc(/C=C3/C(=O)NC(=O)N(c4ccccc4)C3=O)o2)c([N+](=O)[O-])c1	10%
71	Cc1ccc(NC(=O)c2ccc(-c3cc(Cl)ccc3Cl)o2)c([N+](=O)[O-])c1	0%
80	Cc1cc([N+](=O)[O-])c(C)cc1-c1ccc(/C=c2\sc3nc4cc(Br)cnc4n3c2=O)o1	0%
90	O=C1NC(=O)N(c2cccc(Br)c2)C(=O)/C1=C/C=C/c1ccco1	9%
108	O=C(Cn1nnc(-c2ccccc2)n1)N/N=C/c1ccc(-c2ccc(C(=O)O)cc2)o1	3%

# (further entries)
cpd	SMILES	RNase H inhibition
109	COc1cc(OC)cc(C(=O)Nc2ccc(-c3nc4cc(C)cc(C)c4o3)cc2)c1	20%
110	CC(C)C(=O)N1CCN(c2ccc([N+](=O)[O-])cc2Cl)CC1	0%
111	CCOC(=O)C1=C(C)NC(=O)CC1c1cc(OC)c(OC)cc1Br (stereo not drawn)	4%
112	COC(=O)C1=C(C(=O)OC)SC(=C2C(=S)C(C)(C)N(C(=O)C(C)C)c3cc(C)ccc32)S1	6%
113	Oc1ccc(C=Nc2ccc(Cl)c(Cl)c2)cc1O	17%
114	CCOc1ccc(NC(=O)C2=C(C)NC(=O)NC2c2ccc(N(C)C)cc2)cc1 (stereo not drawn)	2%
115	O=C(NC(=S)Nc1cccc([N+](=O)[O-])c1)c1cccc(F)c1	5%
116	Cc1cc(C)c(S(=O)(=O)Nc2cc(C)ccc2C)c(C)c1	12%
117	COc1ccc(CNC(=O)c2ccccc2[N+](=O)[O-])cc1	0%
118	CC(C)OC(=O)c1c(-c2ccccc2)csc1NC(=O)C1C2CCC(C2)C1C(=O)O (stereo not drawn)	2%
119	COc1ccccc1C1NC(=O)NC(C)=C1C(=O)OC1CCCCCCC1 (stereo not drawn)	15%
120	CCNC(=S)Nc1cccc(Cl)c1	0%
121	Cc1ccc(N(CC(=O)O)S(C)(=O)=O)cc1C	0%
122	O=c1c(N2CCCC2)c(Cl)cnn1Cc1ccccc1	9%
123	CC1CC(C)CN(C(=O)c2ccc([N+](=O)[O-])cc2)C1 (stereo not drawn)	12%
124	CC(=O)COc1ccc2c(C)cc(=O)oc2c1C	2%
125	Cc1cccc(C)c1OCC(=O)Nc1ccc(Br)cc1C(=O)O	0%
126	CC(=O)Oc1ccc2c(c1)C(C)=CC(C)(C)N2C(C)=O	4%
127	Cc1ccsc1C=NN1CCN(C2c3ccccc3-c3ccccc32)CC1	5%

# Source: PubChem BioAssay

# An excerpt; the hit share may differ from the screen's.
